Bioassay records (PubChem)
TNAP act hi DEA = TNAP (human) activation, high acceptor. purified TNAP, CDP-star luminescence, 1 M DEA, 30 min; active compounds read high; 0 = EDTA background, 1 = DMSO-only activity. AID 1136. activation factor at 20 µM. P05186. 200,000 tested, under 10 active;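 active means activation factor at least 2 at 20 µM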
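system = human TNAP | amount = enzyme diluted 1/800 final | reagent = 100 µM CDP-star substrate | signal = luminescent substrate turnover signal | dosing = one dose, 20 µM | benchmarks = EDTA negative control, DMSO positive control | measure = activation factor | timing = 30 min reaction, room temperature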
bIAP act = increases bovine intestinal alkaline phosphatase activity; purified bovine IAP, CDP-star luminescence, 30 min; active compounds read high; fold of DMSO-control signal, blank-subtracted; activation factor at 20 µM; 200,000 compounds, 0.17% hits; AID 1016;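 active means activation factor of 2 or more at 20 µM, a signal rise over negative controls twice the positive control's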
PPARg SRC2 recr = agonists of SRC-2 recruitment by human PPARgamma | PPARgamma LBD-SRC-2 recruitment, biochemical | activation, % at 8 µM | 200,000 compounds, 0.34% hits; in the data active means activation above about 22%;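 further: 0% = vehicle and 100% = reference agonist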
Target sequence (P37231 whole entry, looked up, the tested form may be a part): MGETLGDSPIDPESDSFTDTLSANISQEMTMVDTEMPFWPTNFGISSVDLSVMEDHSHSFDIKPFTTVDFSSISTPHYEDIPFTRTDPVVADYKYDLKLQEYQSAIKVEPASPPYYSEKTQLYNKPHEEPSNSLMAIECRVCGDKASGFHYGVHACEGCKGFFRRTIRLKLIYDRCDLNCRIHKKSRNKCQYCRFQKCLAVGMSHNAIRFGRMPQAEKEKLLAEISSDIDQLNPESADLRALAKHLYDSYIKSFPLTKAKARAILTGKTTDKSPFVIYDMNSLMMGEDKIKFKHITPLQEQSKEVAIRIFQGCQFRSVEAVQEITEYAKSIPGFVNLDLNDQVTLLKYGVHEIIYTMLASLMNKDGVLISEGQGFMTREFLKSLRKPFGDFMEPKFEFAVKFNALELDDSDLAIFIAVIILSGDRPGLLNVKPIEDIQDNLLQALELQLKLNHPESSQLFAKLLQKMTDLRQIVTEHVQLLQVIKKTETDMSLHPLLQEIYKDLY
bIAP inh = blocks bovine intestinal alkaline phosphatase activity; purified bovine IAP, CDP-star luminescence, 30 min; inhibition, % at 20 µM; 190,000 tested, under 10 active; AID 1019;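 active means over 50% inhibition of intestinal alkaline phosphatase at 20 µM in the single-dose screen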
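Incubation: 30 min reaction at room temperature / Material: purified bovine intestinal alkaline phosphatase (IAP) enzyme / Input: enzyme at 1/65,000,000 dilution / Dosing: 20 µM single dose / Signal: CDP-star luminescence signal / Reagent: CDP-star chemiluminescent phosphatase substrate, 30 µM final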
STAT3 inh = STAT3 signaling inhibition; U3A cells, IL-6 STAT3-luciferase reporter, luminescence; host cell line lacks STAT1; inhibition, % at 5.5 µM; 190,000 compounds, 0.89% hits;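 active means inhibition above the mean inhibition across all screened compounds plus 3 SD, cut at about 44% in these data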;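 further: 0% = DMSO only wells and 100% = 100 µM nifuroxazide control wells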
PPARg SRC1 recr = PPARgamma-driven SRC-1 recruitment agonism; P37231; PPARgamma-SRC-1 coactivator recruitment biochemical assay; activation, % at 8 µM; 200,000 compounds, 0.41% hits; in the data active means activation above about 19%;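 further: 0% = DMSO and 100% = reference agonist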
STAT1 blocker = STAT1 signaling inhibition | NIH 3T3 STAT1-luciferase reporter, IFN-gamma, luminescence | inhibition, % at 5.5 µM | 200,000 compounds, 0.35% hits;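 active means inhibition above a set limit, the mean inhibition across all tested compounds plus 3 SD, cut at about 34% in these data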;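 further: 0% = IFN-gamma with DMSO and 100% = IFN-gamma with 300 µM nifuroxazide; values of inactives mirror those of a sister screen read the other way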
STAT3 act = STAT3 signaling activation; U3A cells, IL-6 STAT3-luciferase reporter, luminescence; 100% = signal with IL-6 EC80 alone; activation (% of control), % at 5.6 µM; 190,000 compounds, 0.91% hits; AID 871;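 active means activation above the screen-wide mean of compound activation plus 3 SD, cut at about 130% in these data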;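 further: 0% = background luminescence of wells with medium and substrate only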
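Test system: Human STAT1-deficient U3A cells with stable STAT3-luciferase reporter | Also added: Interleukin-6, 33 ng/mL | Timing: Compound pre-incubation 1 h before IL-6, then 6 h stimulation at 37 °C | Technique: Luciferase reporter luminescence | Read-out: Percent of IL-6-only median luminescence | Benchmarks: IL-6-only wells as 100% reference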
ROMK mod = modulators of human ROMK potassium channel; P48048; Tet-inducible ROMK, thallium flux fluorescence; actives lie on both sides; B-score at 10 µM; 130,000 compounds, 2% hits;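 active means signal ratio slope over the read window, or its plate-corrected B-score, at least 3 SD from the plate mean, either direction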;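 further: B-score of the F/F0 ratio slope over 7 to 12 s after thallium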
Target sequence (P48048 whole entry, looked up): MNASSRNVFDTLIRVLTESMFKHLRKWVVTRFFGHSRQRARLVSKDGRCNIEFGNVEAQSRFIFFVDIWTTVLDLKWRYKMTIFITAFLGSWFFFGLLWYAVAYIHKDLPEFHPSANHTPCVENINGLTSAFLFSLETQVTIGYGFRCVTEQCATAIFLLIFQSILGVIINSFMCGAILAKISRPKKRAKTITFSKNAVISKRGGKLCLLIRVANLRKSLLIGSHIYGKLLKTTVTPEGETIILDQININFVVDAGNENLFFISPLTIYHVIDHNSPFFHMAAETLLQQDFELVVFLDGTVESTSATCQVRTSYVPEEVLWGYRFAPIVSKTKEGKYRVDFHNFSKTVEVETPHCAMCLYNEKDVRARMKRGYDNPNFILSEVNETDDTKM
PPARg SRC3 recr = PPARgamma-driven SRC-3 recruitment agonism. 200,000 compounds, 0.26% hits. activation, % at 8 µM. biochemical PPARgamma/SRC-3 coactivator recruitment assay. P37231; in the data active means activation above about 23%;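 further: 0% = DMSO and 100% = reference agonist; some compounds past the cut are filed as inactive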
SRC2 TRFRET art = counter-screen for PPARgamma SRC-2 recruitment agonists: TR-FRET artefact | TR-FRET ratio at 8 µM | 200,000 compounds, 0.4% hits | active compounds read high; in the data active means TR-FRET ratio above about 2000; further: inactives centre near 1500
* = called active by the depositor; / = no result given.

SMILES | TNAP act hi DEA | bIAP act | PPARg SRC2 recr | bIAP inh | STAT3 inh | PPARg SRC1 recr | STAT1 blocker | STAT3 act | ROMK mod | PPARg SRC3 recr | SRC2 TRFRET art
CCOc1ccc(C)cc1S(=O)(=O)N1CCCCC1 | 1 | 0.9 | -2 | 11 | 4 | -4 | 10 | 98 | / | 6 | 1474
Cc1cc(C)c2c(-n3cccc3)c(C(=O)NNS(=O)(=O)c3ccc(Br)cc3)sc2n1 | 1 | 0.9 | 8 | 6 | 3 | 1 | -1 | 100 | / | -1 | 1473
C/C(=N\Nc1nc(N)cc(Cl)n1)c1cccc(N)c1 | 1 | 0.4 | -3 | / | 3 | 5 | -27 | 105 | 1.1 | 4 | 1507
Cc1cccc(-c2nsc(SCC(=O)Nc3cc(C)on3)n2)c1 | 1 | 0.9 | -7 | 10 | -1 | 7 | -6 | 104 | 0.34 | -2 | 1517
CCOC(=O)c1sc(NC(=O)COC(=O)C(CCSC)NC(C)=O)nc1C (centres undefined) | 1 | 1 | -2 | 0 | -7 | 5 | 10 | 106 | -0.51 | -2 | 1671
O=C(CSc1ncn(-c2ccccc2)n1)Nc1nccs1 | 1 | 0.9 | 8 | 12 | 4 | -1 | -2 | 100 | -0.55 | 2 | 1612
COC(=O)c1ccc(COc2ccc(-c3nnn(CC(N)=O)n3)cc2)cc1 | 1 | 1.1 | -4 | -11 | -3 | 3 | -7 | 104 | -0.37 | 1 | 1717
CCNC(=O)CC(=O)Nc1ccccc1C(=O)O | 1.1 | 0.9 | 7 | 9 | 15 | 1 | 4 | 92 | 0.008 | 3 | 1445
O=C(NCCO)c1ccc(CSc2nc3ccccc3[nH]2)cc1 | 1 | 1 | 3 | 2 | 3 | -2 | -5 | 98 | 0.13 | 2 | 1666
COC(=O)c1cc(Br)c(=O)n(Cc2ccc3c(c2)OCO3)c1 | 1 | 1 | 1 | -2 | -1 | 4 | 1 | 106 | -1.2 | 4 | 1592
Cc1cc(C)c(C#N)c(SCC(=O)Nc2ccccc2)n1 | 1 | 1.1 | -6 | -9 | 22 | 6 | -13 | 85 | -0.33 | -3 | 1524
COc1ccc(Cl)cc1NC(=O)CSc1nnc(Cn2c(=O)sc3ccccc32)n1C | 1 | 0.9 | 0 | 9 | -8 | 2 | 11 | 107 | / | 3 | 1302

The final 4 entries of the section above lead into the next:
SMILES | TNAP act hi DEA | bIAP act | PPARg SRC2 recr | bIAP inh | STAT3 inh | PPARg SRC1 recr | STAT1 blocker | STAT3 act | ROMK mod | PPARg SRC3 recr | SRC2 TRFRET art
O=C(NCCO)c1ccc(CSc2nc3ccccc3[nH]2)cc1 | 1 | 1 | 3 | 2 | 3 | -2 | -5 | 98 | 0.13 | 2 | 1666
COC(=O)c1cc(Br)c(=O)n(Cc2ccc3c(c2)OCO3)c1 | 1 | 1 | 1 | -2 | -1 | 4 | 1 | 106 | -1.2 | 4 | 1592
Cc1cc(C)c(C#N)c(SCC(=O)Nc2ccccc2)n1 | 1 | 1.1 | -6 | -9 | 22 | 6 | -13 | 85 | -0.33 | -3 | 1524
COc1ccc(Cl)cc1NC(=O)CSc1nnc(Cn2c(=O)sc3ccccc32)n1C | 1 | 0.9 | 0 | 9 | -8 | 2 | 11 | 107 | / | 3 | 1302
O=C(CN(C(=O)CCNC(=O)c1ccco1)c1ccccc1)NC1CCCC1 | 1 | 0.9 | 0 | 7 | 9 | 3 | -1 | 96 | / | -6 | 1466
COC(=O)c1ccc(N2CCN(S(=O)(=O)c3ccc(Br)cc3)CC2)c([N+](=O)[O-])c1 | 1 | 0.9 | 3 | 10 | 7 | 1 | 5 | 99 | / | -6 | 1642
C(=C\c1ccccc1)/C=N/n1cnnc1 | 1.1 | 0.9 | 10 | 13 | 14 | 8 | -1 | 92 | / | 2 | 1699
COc1nc(NS(=O)(=O)c2ccc(C)cc2)nc(C)c1Cl | 1 | 0.8 | 6 | 15 | -4 | -1 | 2 | 104 | 0.23 | 2 | 1512
CCN(NC(=O)C(O)(c1ccc(F)cc1)c1ccc(F)cc1)C(=O)c1ccccc1 | 1 | 0.6 | -4 | 38 | 9 | -10 | -8 | 92 | / | -1 | 1571
S=C(NCCc1ccccc1)Nc1ccccc1Cl | 1 | 1.1 | 13 | -14 | 4 | 1 | -6 | 95 | -1.2 | 1 | 1715
COc1ccc(OC)c(CCNC(=O)CS(=O)(=O)Cc2nc(-c3ccc(C)cc3)oc2C)c1 | 1.1 | 1.1 | 1 | -10 | 1 | 0 | -3 | 102 | 0.012 | -6 | 1376
Cc1ccc(N=C2N=C(N)c3ccccc32)c(C)c1 | 1 | 1 | -4 | -4 | 10 | 4 | -5 | 97 | / | -3 | 1294
C/C(=N/NC(=O)CNc1ccc(C)cc1)c1ccc(Cl)cc1 | 1.1 | 0.9 | 6 | 13 | 1 | 2 | -3 | 104 | / | 7 | 1492
O=C(CCNS(=O)(=O)c1ccc(Br)s1)NCc1ccc2c(c1)OCO2 | 1 | 0.8 | -9 | 19 | 6 | -4 | 5 | 96 | 0.49 | -6 | 1478
O=C(Nc1ccc(Cl)c(Cl)c1)N1CCSC1c1ccco1 (centres undefined) | 1.1 | 0.7 | 6 | 26 | 2 | -1 | -4 | 100 | -1.2 | -4 | 1365
Cc1nc2cc(NCc3nc4ccccc4n3Cc3ccccc3)ccc2n1C | 1 | 1.5 | 1 | -53 | 6 | 5 | -38 | 98 | -5.2* | -2 | 1440
O=C(NCc1ccc(F)cc1)C1CCCN1C(=O)NCc1ccccc1 (centres undefined) | 1.1 | 0.9 | 6 | 7 | 6 | 10 | 1 | 100 | / | 13 | 1572
COc1ccc(NC(=S)N(CCCN2CCOCC2)Cc2cn(C)c3ccccc23)cc1OC | 1 | 1.1 | 12 | -12 | -1 | 3 | 4 | 99 | 0.018 | 2 | 1518
COc1ccccc1CNC(=O)c1ccccc1NS(C)(=O)=O | 1 | 0.9 | 6 | 9 | 5 | 0 | 3 | 97 | / | 11 | 1600
COc1cc(=O)[nH]c(SCc2c(F)c(F)c(F)c(F)c2F)n1 | 1.1 | 1 | 4 | 1 | -3 | 5 | 3 | 104 | / | -3 | 1365
COc1cccc(Nc2nc(-c3sc(NC(=O)c4ccccc4)nc3C)cs2)c1 | 1 | 0.9 | 15 | 13 | 36 | 13 | -7 | 73 | 1.2 | 27* | 1767
COc1ccc(C(=O)NC(=S)Nc2ccc3c(c2)Cc2ccccc2-3)cc1 | 1 | 1 | 7 | 0 | 12 | 8 | 14 | 94 | 0.96 | 1 | 1555
Fc1cccc(CO/N=C/c2c(-c3ccccc3)nc3ccc(Cl)cn23)c1 | 1 | 1 | 7 | 2 | 19 | 8 | -5 | 88 | / | 4 | 1461
Cc1ccccc1C(=O)NC(=S)Nc1ccccc1C(F)(F)F | 1.1 | 1 | -5 | 0 | 3 | -5 | -10 | 107 | / | -9 | 1499
COc1ccc(OC)c(/C=C2\SC(=S)N(Cc3cccnc3)C2=O)c1 | 0.9 | 0.9 | 1 | 10 | 8 | 2 | 0 | 95 | / | 4 | 1568
CCOC(=O)C1CCN(C(=O)Nc2ccc3snnc3c2)CC1 | 1 | 0.9 | 0 | 14 | 14 | 0 | 2 | 90 | / | 4 | 1405
CCOC(=O)N1CCN(c2cc(NCCC(=O)O)c3c4c(onc24)-c2ccccc2C3=O)CC1 | 0.8 | 0.9 | 14 | 12 | 2 | 4 | -5 | 104 | / | 2 | 1440
Cc1ccccc1OCCCN1C(=O)C(=O)c2cccc(C)c21 | 0.9 | 0.9 | 0 | 11 | 22 | 6 | -2 | 86 | / | -9 | 1409
CCCCc1c(O)nc(SCC(=O)NCCc2ccc(OC)c(OC)c2)[nH]c1=O | 1 | 1 | 3 | 3 | 3 | 5 | -3 | 105 | 0.51 | 10 | 1556
COc1ccc(-n2nc(C(=O)Nc3ccc(OC)c(OC)c3)c3c4ccccc4n(C)c3c2=O)cc1 | 1.1 | 1 | 7 | 0 | 10 | 6 | 9 | 93 | / | 10 | 1657
NC(=O)c1c(NC(=O)C2CCCO2)sc2c1CCCCC2 (centres undefined) | 1 | 0.9 | -4 | 5 | -7 | -2 | -21 | 108 | / | -2 | 1356
Cc1ccc2cc3cc(C(=O)NCCC(C)C)oc3nc2c1 | 1 | 0.8 | -2 | 18 | 16 | 9 | 6 | 90 | 1.3 | -13 | 1478
COc1ccc(-c2nc(N3CCOCC3)nc3n[nH]c(N)c23)cc1 | 1 | 1.2 | -7 | -17 | -3 | -16 | -5 | 106 | -0.065 | -5 | 1572
CCOc1ncccc1C(=O)Nc1ccc(F)c(F)c1 | 1 | 1 | -5 | 3 | 19 | 0 | -5 | 90 | -0.033 | -8 | 1526
COc1cc(-c2nnc(SCc3cc(=O)oc4cc(C)ccc34)o2)cc(OC)c1OC | 1.1 | 1 | -4 | 3 | 6 | 14 | -3 | 103 | / | 0 | 1704
CN1C2=NCCN2C(=O)c2ccccc21 | 1 | 0.8 | 8 | 15 | 9 | 3 | 9 | 98 | / | -1 | 1627
Cn1c(SCc2nnc(-c3ccc(F)cc3)o2)nnc1C1COc2ccccc2O1 (centres undefined) | 1.1 | 1 | -2 | -1 | 6 | 1 | 0 | 101 | / | -2 | 1457
CC(C)OP(=O)(c1ccc(N(C)C)cc1)C(Nc1ccccc1)c1cccnc1 (centres undefined) | 1 | 0.7 | 1 | 30 | 2 | 0 | -14 | 101 | / | 0 | 1590
CCCC(Oc1ccc(Br)cc1)c1nc2c3cc(OC)c(OC)cc3nc(=S)n2[nH]1 (centres undefined) | 1 | 1.1 | 14 | -13 | 15 | 4 | -1 | 96 | -0.022 | -1 | 1602
Cc1ccc(-c2nc(N3CCOCC3)sc2C(=O)N2CCOCC2)cc1 | 1 | 1 | 5 | -4 | 2 | 0 | -9 | 102 | 0.015 | 6 | 1591
CCOc1ccccc1C1N(c2ccc(OC)cc2)C(=O)C2CCCN21 (centres undefined) | 1.1 | 1 | 0 | -5 | 8 | 4 | 8 | 98 | / | 8 | 1726
CC(C(=O)Nc1ccc(S(=O)(=O)N2CCCC2)cc1)N1CCN(C(=O)c2ccco2)CC1 (centres undefined) | 1 | 1 | 4 | -3 | -8 | -3 | -2 | 104 | 1.3 | -4 | 1284
Cc1sc(NC(=O)c2ccco2)c(CN2CCCCC2)c1C | 1.1 | 0.7 | 6 | 25 | 6 | -3 | -6 | 100 | / | -1 | 1330
O=C(NNC(=O)c1cc(O)c(O)c(O)c1)NC1CCCCC1 | 1 | 1 | -4 | 5 | 2 | -3 | 0 | 103 | / | 1 | 1525
CC(=O)c1cc(C#N)c(N2CCCC2)nc1C | 1.1 | 1.2 | 6 | -18 | 4 | -2 | -8 | 101 | 0.077 | -1 | 1692
Cc1nc2cc(NC(=O)N3CC4(C)CC3CC(C)(C)C4)ccc2n1C (centres undefined) | 1 | 1 | 3 | 2 | 8 | 4 | 3 | 97 | / | 8 | 1565
